Screening results as filed in PubChem BioAssay.
ELG1 repair inh: ELG1-dependent DNA repair inhibition. Potency, µM (highest dose often 46.1 µM), for inactives: at the highest dose activity change, negative = inhibition, most hits filed as inhibitors. actives 2.3% (n = 330,000). HEK293T ELG1-luciferase reporter, luminescence, 16 h; DNA damage induced by 5-fluorouridine. AID 504467; active means well fitted inhibition curve with a large enough effect; inconclusive means small, poorly fitted or top-dose-only effect, or effect the other way; further: potency means the concentration at half of the fitted maximal effect; nearly all actives have a fitted effect of over 55% in size
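Reporter activity after DNA damage by 5-fluorouridine is monitored. Compound-treated cells incubate 16 hr at 37 °C, then ONE-Glo is added for 30 min before luminescence reading.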
KCNH2 3.1 inh: blocks the human KCNH2 3.1 channel isoform | U2OS KCNH2 3.1, thallium flux FluxOr; hits give low values | activity change, % (tested at about 1.8 µM) | actives 0.95% (n = 340,000);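 active means maximum activity change below -70%; inconclusive means maximum activity change from -70% to -50%; inactive means maximum activity change above -50%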;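 further: thallium influx rate constant from kinetic fluorescence after stimulation buffer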
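Normalized rate constant (relative to positive and negative DMSO controls) derived from a 2 min kinetic fluorescence read after stimulation; U2OS cells expressing the 3.1 isoform via virus at 1.77 x 10^8 /mL.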
Starred values were filed as active, the others as inactive; ? = inconclusive. On the % scale 0 is the no-effect control and ±100 the full control effect.

molecule,ELG1 repair inh,KCNH2 3.1 inh
Cc1ccc(Nc2nnc(SC(C)C(=O)NCC3CCCO3)s2)cc1 (configuration not stated),?,-1
O=C(CCCn1c(=O)oc2ccccc21)NNC(=O)COc1ccc(F)cc1,13%,-16
CC1CC(C)CN(C(=O)CN2C(=O)NC3(CCCCCC3)C2=O)C1 (configuration not stated),13%,16
Cn1c(SCC(=O)Nc2ccc3c(c2)OCO3)nnc1C(F)(F)F,0%,-1
O=C(CSc1ncnc2ccccc12)N1CCNC1=O,0%,11
CC[C@@H](C)[C@@H]1CN([C@@H](C)CN2CCC[C@H]2CN2C(N)=NC[C@H]2CC(C)C)C(=N)N1CCc1ccc(Cl)c(Cl)c1,12%,4
Cc1ccc(SCC(=O)NNC(=O)CNC(=O)c2ccc(Br)cc2)cc1,6%,10
COc1ccc2oc(C(=O)OC(C)C(=O)N3C(C)CCCC3C)c(C)c2c1 (configuration not stated),?,7
CC[C@@]1(C(=O)OC)N[C@H](CN(C)S(=O)(=O)c2ccc(C(C)(C)C)cc2)[C@@H]2C(=O)N(Cc3ccccc3)C(=O)[C@@H]21,15%,-6
C[C@@H]1COC(=O)[C@@H](Cc2ccc(F)cc2)C/C=C\C[C@H](CC(=O)N(CCO)Cc2ccccc2)C(=O)N1,?,-6
CCN1C(=O)[C@H]2[C@@H](c3ccc(-c4ccc(F)cc4)c(OC)c3)N[C@@](Cc3ccccc3)(C(=O)OC)[C@H]2C1=O,-12%,-2
O=C(CN1C(=O)NC2(CCCC2)C1=O)NCc1ccc(F)cc1,2%,15
Cc1ccc(-n2c(C)cc(C(=O)OCC(=O)N3CCOCC3)c2C)cc1,14%,1
CC(C)=CCC/C(C)=C/CNC(=O)CC1C[C@H](C(=O)N2CCOCC2)[C@@]2(C)c3[nH]c4ccccc4c3CCN2C1=O (some centres not stated),?,-12
CCN(C[C@H]1N[C@@](Cc2ccccc2)(C(=O)OC)[C@H]2C(=O)N(Cc3ccccc3)C(=O)[C@@H]12)S(=O)(=O)c1ccc(OC)cc1,?,-1
C[C@H](CO)N1C[C@H](C)[C@@H](CN(C)C(=O)NC2CCCCC2)Oc2ccc(NC(=O)NC3CCCCC3)cc2C1=O,21%,7
COC(=O)c1c(-c2ccc(SC)cc2)sc2ccc(OC)cc12,?,?
CN(C(=O)c1ccc(Cl)cc1)C1CCS(=O)(=O)C1 (configuration not stated),15%,0
Cc1cnc(C(=O)N2CCN(S(=O)(=O)c3ccc(F)c(F)c3F)CC2)cn1,1%,-10
CC(=O)c1cccc(OCC(=O)OCC(=O)Nc2cc(S(=O)(=O)N3CCCCC3)ccc2C)c1,1%,-9

Quoted at random: 2 records from the list, in no set order.
molecule,ELG1 repair inh,KCNH2 3.1 inh
CC(=O)c1cccc(OCC(=O)OCC(=O)Nc2cc(S(=O)(=O)N3CCCCC3)ccc2C)c1,1%,-9
Cc1ccc(-n2c(C)cc(C(=O)OCC(=O)N3CCOCC3)c2C)cc1,14%,1

Carrying on.
molecule,ELG1 repair inh,KCNH2 3.1 inh
O=C(COC(=O)Cn1nnc(-c2ccccc2)n1)Nc1cc(F)ccc1F,?,8
CC[C@]12c3[nH]c4ccc(OC)cc4c3CCN1C(=O)C(CC(=O)NCc1ccco1)C[C@@H]2C(=O)N1CCN(C(=O)c2ccco2)CC1 (some centres not stated),1%,-15
CC(C)Cn1c(N)c(C(=O)COC(=O)c2ccccc2C(=O)c2ccccc2)c(=O)n(C)c1=O,16µM*,9
O=C(c1cc(-c2ccc(F)cc2)nc2ccccc12)N1CCC1,?,-6
O=C(/C=C/c1ccc(Cl)cc1)Nc1cc(S(=O)(=O)N2CCOCC2)ccc1N1CCOCC1,26µM*,?
O=C(Cc1c(F)cccc1Cl)OCC(=O)N1CCN(c2ccccc2)CC1,7%,-27
CC1CCCC(NC(=O)CSc2ncnc3ccccc23)C1C (configuration not stated),-29%,-6
C=CCC[C@H](Cc1ccc(F)cc1)C(=O)OC[C@@H](NC(=O)[C@H](CC=C)CC(=O)NCCO)C(C)(C)C,6%,-11
CCc1sc(C(=O)Nc2ccc3nc(C)sc3c2)cc1C,?,2
Cc1cc(C)n2nc(C(=O)OCC(=O)Nc3ccc(C)c(F)c3)nc2n1,?,-8
O=C(COc1ccc([N+](=O)[O-])cc1Cl)Nc1ccc2[nH]c(=O)[nH]c2c1,-2%,-113*
C#CCOCCOCCOCCNc1nc(N2CCN(C(=O)[C@H](CCCCN)n3cc(CN)nn3)CC2)nc(N2CCN(C(=O)[C@H](CC(N)=O)n3cc(C(N)[C@H](C)CC)nn3)CC2)n1 (some centres not stated),?,12
C[C@H](CO)N1C[C@H](C)[C@@H](CN(C)S(C)(=O)=O)Oc2ccc(NC(=O)Cn3cnnn3)cc2C1=O,2%,-2
CC[C@]12c3[nH]c4ccc(Cl)cc4c3CCN1C(=O)[C@@H](CC(=O)NCc1ccc(OC)c(OC)c1)C[C@@H]2C(=O)N1CCN(C(=O)c2ccco2)CC1,1%,-6
Cc1ccc([C@@H]2CC=C(C(=O)O)[C@H](c3cccc(F)c3)N2S(=O)(=O)c2ccccc2C)cc1,8%,-7
COc1cc(OC)cc(C(=O)NCC(=O)OC(C)C(=O)NC(C)C2CC3CCC2C3)c1 (configuration not stated),-12%,-2
O=C(COC(=O)c1ccco1)NCc1ccc(Cl)cc1Cl,0%,14
O=C(N[C@@H]1C/C=C\C[C@@H](CC(=O)N(CCO)Cc2ccccc2)C(=O)N[C@H](Cc2ccccc2)COC1=O)OCC1c2ccccc2-c2ccccc21,6%,3
N#CCCN(C(=O)CN1CCN(S(=O)(=O)c2ccc(Cl)s2)CC1)c1ccc(F)cc1,0%,5
Cc1nn(C)c(C)c1NS(=O)(=O)c1c(C)n[nH]c1C,?,6

molecule,ELG1 repair inh,KCNH2 3.1 inh
CC[C@@H]1C/C=C\Cc2ccccc2[C@@H](C(=O)C[C@H](O)CC(C)=O)OC1=O,6%,0
COc1cccc(NC(=O)CSc2nnc(C3CCCCC3)n2N)c1,20%,13
CCOc1ccc(NC(=O)COc2ccc(S(=O)(=O)N3CCOCC3)cc2)cc1,-1%,2
C[C@H]1CN([C@@H](C)CO)C(=O)Cc2cc(NC(=O)CCC(F)(F)F)ccc2O[C@H]1CN(C)S(=O)(=O)c1ccc(F)cc1,-2%,-3
CC(=O)c1ccc(NC(=O)COC(=O)Cn2cnc3ccccc32)cc1,?,-14
COc1ccc(S(=O)(=O)N(C)C[C@@H]2Oc3c(NS(=O)(=O)c4cn(C)cn4)cccc3C(=O)N([C@@H](C)CO)C[C@@H]2C)cc1,?,2
CN(C)C/C=C/C(=O)Nc1cccc(-c2c[nH]c3ncnc(Oc4ccc(NC(=O)CC(=O)Nc5ccc(F)cc5)cc4F)c23)c1,-30%,29
Cc1noc(C)c1S(=O)(=O)N(C)C[C@H]1Oc2ccc(NC(=O)C3CC3)cc2C(=O)N([C@H](C)CO)C[C@@H]1C,1%,-5
COc1ccc([C@H]2CC(=O)C=C(c3ccc(Br)c4ccccc34)C2)cc1,-8%,-30
C=CCNc1cc(F)ccc1S(=O)(=O)NCC=C,-1%,-2
CC[C@@H](C)[C@@H]1CN([C@@H](CN2CCC[C@H]2CN2C(N)=NC[C@@H]2Cc2ccccc2)C(C)C)C(=N)N1CCCC1CCCC1,15%,-14
CC(=NNC(=O)Cn1ccc(C(F)(F)F)n1)c1ccc(-n2ccnc2)cc1,-22%,-21
Cc1ccc2nc(-c3cccc(SC4CCCCC4)c3)c(NC3CCCCC3)n2c1,?,-6
Cc1cc(C(=O)COC(=O)c2ccc(NC(=O)CC#N)cc2)c(C)n1-c1ccc(OC(F)F)cc1,?,-6
COCCn1c(C)cc(C(=O)COC(=O)/C=C/c2ccc(OC)cc2OC)c1C,-16%,-6
CC(=O)Nc1ccc(S(=O)(=O)N(CC(=O)NC2CC2)Cc2ccccc2)cc1,23%,0
COc1cc(-c2ccc3oc(-c4ccsc4)cc(=O)c3c2)cc(OC)c1OC,16µM*,2
CC1CC(C)CN(C(=O)C(C)N2CCN(S(=O)(=O)c3ccccc3F)CC2)C1 (configuration not stated),-12%,9
N#CC(Cc1cc2ccccc2n1S(=O)(=O)c1ccccc1)OCc1ccccc1 (configuration not stated),-4%,-11
COc1ccccc1C(=O)OCC(=O)c1ccc(CNC(C)=O)s1,-3%,-19

molecule,ELG1 repair inh,KCNH2 3.1 inh
CCc1cccc(C)c1NC(=O)COC(=O)CSCc1ccccc1,20%,14
COc1ccc(S(=O)(=O)Nc2ccc3c(c2)C(=O)N([C@H](C)CO)C[C@H](C)[C@@H](CN(C)S(=O)(=O)c2ccccc2)O3)cc1,?,-6
O=C(COC(=O)C1=COCCO1)Nc1ccc(Cl)cn1,26%,-10
COc1ccc(C(=O)/C=C/c2ccc(O)cc2)c(O)c1C/C=C(\C)CCC=C(C)C,-1%,3
COc1ccccc1C(=O)COC(=O)C(NC(=O)Cc1ccccc1)C(C)C (configuration not stated),8%,2
CCOC(=O)C1=CN(Cc2cccc(F)c2)S(=O)(=O)N(C)C1c1ccc(C(F)(F)F)cc1 (configuration not stated),4%,-3
O=C(NC1CCN(Cc2ccccc2)CC1)c1ccccc1NS(=O)(=O)c1ccc(F)cc1,5%,7
CC(Oc1ccc2c(-c3ccccc3)cc(=O)oc2c1)C(=O)N1CCOCC1 (configuration not stated),2%,4
O=C(c1cc(S(=O)(=O)N2CCOCC2)ccc1F)N1CCc2ccccc21,?,17
COc1ccc(N(C)S(=O)(=O)c2cccc(C(=O)OCC(=O)N3CC(C)CC(C)C3)c2)cc1 (configuration not stated),?,0
C[C@@H]1CN([C@H](C)CO)C(=O)c2cc(NC(=O)Nc3ccc(C(F)(F)F)cc3)ccc2O[C@H]1CN(C)Cc1ccc(Cl)c(Cl)c1,?,-5
COC(=O)c1ccc(C)c(NC(=O)CCn2[nH]c(=O)ccc2=O)c1,19%,8
CCN1C(=O)[C@H]2[C@@H](c3ccc(-c4ccc(F)cc4)c(OC)c3)N3CCCC[C@@]3(C(=O)OC)[C@H]2C1=O,0%,4
Cc1cccc(NC(=O)c2nc[nH]c2C(=O)NCCN(CCNC(=O)c2[nH]cnc2C(=O)Nc2cccc(C)c2)CCNC(=O)c2[nH]cnc2C(=O)Nc2cccc(C)c2)c1,-19%,9
C#CCOCCOCCOCCNc1nc(N2CCN(C(=O)[C@H](CCCN=C(N)N)n3cc(C(N)[C@H](C)CC)nn3)CC2)nc(N2CCN(C(=O)[C@H](CC(N)=O)n3cc(C(N)[C@@H](C)CC)nn3)CC2)n1 (some centres not stated),9%,-5
C#CCOCCOCCOCCNc1nc(N2CCN(C(=O)[C@H](CO)n3cc([C@@H](N)C(C)C)nn3)CC2)nc(N2CCN(C(=O)[C@H](CCC(=O)O)n3cc([C@@H](N)[C@H](C)CC)nn3)CC2)n1,3%,10
CCOC(=O)C1=CN(Cc2cccc(F)c2)S(=O)(=O)N(C)C1c1ccc(F)c(Cl)c1 (configuration not stated),?,-5
O=C(Nc1ccccc1Br)C1CCN(S(=O)(=O)c2cccs2)CC1,-23%,-4
C=CCC[C@@H](Cc1ccc(F)cc1)C(=O)OC[C@H](Cc1c[nH]c2ccccc12)NC(=O)[C@@H](CC=C)CC(=O)N(CCO)Cc1ccccc1,21µM*,-19
O=C(NCc1ccccc1Br)c1cccc2c1C(=O)c1ccc(N3CCC(Cc4ccccc4)CC3)cc1S2(=O)=O,6%,-5

molecule,ELG1 repair inh,KCNH2 3.1 inh
O=C(C[C@H]1C[C@H](C(=O)N2CCOCC2)[C@@]2(CCC3CCCC3)c3[nH]c4cc(-c5ccco5)ccc4c3CCN2C1=O)NCCN1CCOCC1,0%,0
COc1ccc(S(=O)(=O)Nc2cccc3c2O[C@H](CN(C)C(=O)NC(C)C)[C@@H](C)CN([C@H](C)CO)C3=O)cc1,26%,-34
CC(NS(=O)(=O)c1ccc(Cl)c(Cl)c1)C(=O)Nc1cccnc1 (configuration not stated),?,1
CCC(=O)c1ccc(OCC(=O)Nc2ccc(S(=O)(=O)Nc3cc(C)nc(C)n3)cc2)cc1,12%,9
CCOc1ccc(CCNC(=O)COC(=O)c2ccc[nH]c2=O)cc1OCC,?,5
COc1ccc(OC)c(NC(=O)COC(=O)[C@H](Cc2ccccc2)NC(=O)c2ccco2)c1,20%,8
CN(CC(=O)Nc1ccc2c(c1)OCCO2)CC(=O)Nc1ccc(F)c(F)c1F,-25%,-16

Some values from the list.
Result of COc1ccc(S(=O)(=O)Nc2cccc3c2O[C@H](CN(C)C(=O)NC(C)C)[C@@H](C)CN([C@H](C)CO)C3=O)cc1 in ELG1 repair inh: 26%
Result of COc1ccc(OC)c(NC(=O)COC(=O)[C@H](Cc2ccccc2)NC(=O)c2ccco2)c1 in ELG1 repair inh: 20%
Result of CN(CC(=O)Nc1ccc2c(c1)OCCO2)CC(=O)Nc1ccc(F)c(F)c1F in KCNH2 3.1 inh: -16

Some of the compounds tested (hit frequency here may not be typical).
